Assay outcomes (PubChem BioAssay)
p-CIP stab down: compounds decreasing mouse p/CIP protein stability; Q05BA5; F442A p/CIP-EGFP cells, EGFP fluorescence, 16 h; decrease of EGFP signal, % at 10 µM; actives 0.01% (n = 290,000); AID 1984;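 active means EGFP signal decrease of at least 30% at 10 µM or well 3 SD below plate mean, unless failing retest; inactive means the rest, including hits failing retest or dose response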; further: some compounds called inactive have numbers as strong as hits; many of its hits are not listed in these tables
IDE inh: inhibitors of human insulin-degrading enzyme in cells. HEK cells, FAbetaB cleavage, fluorescence polarization. inhibition, % at 5.59 µM. actives 0.41% (n = 320,000). AID 434962;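 active means percent inhibition above the average of all tested compounds plus 3 SD, set per screening campaign, cut at about 16% in these data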;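 further: IDE supplied by intact live HEK cells; FP after avidin binding of uncleaved biotin substrate so inhibition keeps polarization high; 0% = DMSO wells and 100% = 60 µM reference IDE inhibitor Ii1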
Target sequence (P14735 whole entry, looked up): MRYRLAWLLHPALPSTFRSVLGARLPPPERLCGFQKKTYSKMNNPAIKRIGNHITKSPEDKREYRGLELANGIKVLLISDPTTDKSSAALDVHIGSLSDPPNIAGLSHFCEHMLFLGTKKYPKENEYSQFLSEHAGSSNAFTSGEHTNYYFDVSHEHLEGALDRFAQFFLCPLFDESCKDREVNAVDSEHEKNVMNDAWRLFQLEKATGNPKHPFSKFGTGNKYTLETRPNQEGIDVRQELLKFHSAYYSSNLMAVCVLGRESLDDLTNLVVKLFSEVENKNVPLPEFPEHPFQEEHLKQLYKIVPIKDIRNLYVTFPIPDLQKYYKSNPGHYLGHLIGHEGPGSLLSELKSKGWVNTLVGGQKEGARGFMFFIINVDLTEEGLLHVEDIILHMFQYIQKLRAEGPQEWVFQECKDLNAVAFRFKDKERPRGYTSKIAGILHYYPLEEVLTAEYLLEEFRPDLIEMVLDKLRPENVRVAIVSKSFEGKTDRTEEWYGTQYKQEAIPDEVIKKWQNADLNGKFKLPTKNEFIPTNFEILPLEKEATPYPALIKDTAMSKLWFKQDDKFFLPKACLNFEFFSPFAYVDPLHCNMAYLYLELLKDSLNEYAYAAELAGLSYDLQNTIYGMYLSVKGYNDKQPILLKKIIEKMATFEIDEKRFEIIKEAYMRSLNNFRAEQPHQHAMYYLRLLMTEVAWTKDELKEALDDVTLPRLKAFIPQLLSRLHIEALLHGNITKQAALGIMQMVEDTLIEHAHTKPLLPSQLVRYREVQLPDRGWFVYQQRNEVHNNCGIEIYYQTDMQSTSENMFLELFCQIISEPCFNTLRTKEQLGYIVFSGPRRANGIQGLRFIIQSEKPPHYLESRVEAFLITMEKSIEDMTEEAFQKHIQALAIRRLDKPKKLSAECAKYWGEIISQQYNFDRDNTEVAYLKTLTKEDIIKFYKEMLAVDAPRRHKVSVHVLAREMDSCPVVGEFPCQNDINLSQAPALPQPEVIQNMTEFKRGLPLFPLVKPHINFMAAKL
VIM-2 inhibitor: inhibitors of Pseudomonas aeruginosa VIM-2 metallo-beta-lactamase; purified VIM-2, nitrocefin hydrolysis, epi-absorbance fluorescence; inhibition, % at 5.6 µM; actives 0.89% (n = 290,000); AID 1527;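 active means inhibition above the mean of all tested compounds plus 3 SD, cutoff set per screening run, cut at about 7.5% in these data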;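 further: red hydrolysis product quenches plate fluorescence so inhibitors raise well fluorescence; 0% = enzyme with DMSO and 100% = DMSO without enzyme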
NS3 helicase inh: inhibitors of Hepatitis C virus NS3 helicase. NS3 helicase DNA unwinding, Cy5 molecular beacon fluorescence. inhibition, % at 10.9 µM. actives 0.56% (n = 290,000). AID 1800;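 active means inhibition above the mean of all tested compounds plus 3 SD, set per campaign, cut at about 35% in these data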;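 further: 0% = DMSO wells and 100% = thioflavine S control wells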
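Material: hepatitis C virus NS3 helicase domain fragment enzyme; measured by: Cy5 fluorescence, 0 and 60 min reads; control set: DMSO and thioflavine S; incubation: 60 min unwinding reaction at 25 °C after ATP addition; read-out basis: % inhibition from 60/0 min fluorescence ratio, DMSO 0%, thioflavine S 100%; repeats: singlicate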
CRFBP-R2 block: CRF-BP/CRF-R2 complex antagonism; HEK293 CRF-R2/CRF-BP, CRF-induced calcium fluorescence; inhibition, % at 11.8 µM; actives 0.59% (n = 350,000); AID 588475;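 active means inhibition of the ligand-induced calcium signal above about 50% at the single tested concentration, limit read from the data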
SUMO HTRF inh: inhibitors of human SUMOylation (UBC9); AID 2006; HTRF SUMOylation assay, SAE1/SAE2 + UBC9, in vitro; actives 0.36% (n = 290,000); inhibition, % at 35 µM; P63279; in the data active means inhibition above about 50%, passing the limit was not always enough; further: strong numbers were not always called active
GalR3 antagonist: human GalR3 antagonism. O60755. HEK293 GalR3-CNG cAMP membrane potential fluorescence; galR3 body fused to GalR1 C-terminus. inhibition, % at 3 µM. actives 0.44% (n = 360,000). AID 651719;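 active means inhibition above the screen-wide average plus 3 SD, cut at about 13% in these data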;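 further: forskolin and galanin both at EC90 stimulate the cells; cAMP rise reported by CNG channel membrane potential dye signal; 0% = forskolin plus galanin with DMSO and 100% = forskolin alone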
IDE cell activ: boosts human insulin-degrading enzyme activity in HEK cells. P14735. FAbeta-B cleavage, fluorescence polarization; 0% vehicle, 100% cell-free pure enzyme wells. activation, % at 5.96 µM. actives 0.073% (n = 340,000). AID 493087;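 active means activation above the mean of all tested compounds plus 3 SD, set per screening campaign, cut at about 17% in these data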
IMP-1 inhibitor: inhibitors of Pseudomonas aeruginosa IMP-1 metallo-beta-lactamase; purified IMP-1, nitrocefin hydrolysis, epi-absorbance fluorescence; inhibition, % at 5.6 µM; actives 0.45% (n = 290,000);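 active means inhibition above the mean plus 3 SD of all compounds in the same screening run, cut at about 4.5% in these data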;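 further: 0% = IMP-1 with DMSO and 100% = DMSO wells lacking enzyme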
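System: purified IMP-1; amount: IMP-1 0.2 nM before substrate addition; compound: single dose, 5.6 µM; times: 25 °C, 15 min preincubation, 25 min reaction; signal: Epi-absorbance via hydrolysed-nitrocefin quenching of white-plate fluorescence, 480/530 nm, EDTA stop; benchmarks: DMSO with and without IMP-1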
Active calls of the source: *; / = not tested or not shown. Rows are unselected (roughly 3.2% active in at least one column).

The first 2 records (preview)
p-CIP stab down,IDE inh,VIM-2 inhibitor,NS3 helicase inh,CRFBP-R2 block,SUMO HTRF inh,GalR3 antagonist,IDE cell activ,IMP-1 inhibitor,smiles
-9.6,-0.1,-4.1,-9.7,20.8,-12.5,6.2,1.2,-1.2,CCOC(=O)c1ccc(OCc2nc(-c3cccs3)no2)cc1
/,3.1,/,/,3.0,/,-4.6,2.5,/,COc1ccc(CCNC(=O)COC(=O)CNS(=O)(=O)c2ccc(SC)c([N+](=O)[O-])c2)cc1

The whole of this part, repeating the preview:
p-CIP stab down,IDE inh,VIM-2 inhibitor,NS3 helicase inh,CRFBP-R2 block,SUMO HTRF inh,GalR3 antagonist,IDE cell activ,IMP-1 inhibitor,smiles
-9.6,-0.1,-4.1,-9.7,20.8,-12.5,6.2,1.2,-1.2,CCOC(=O)c1ccc(OCc2nc(-c3cccs3)no2)cc1
/,3.1,/,/,3.0,/,-4.6,2.5,/,COc1ccc(CCNC(=O)COC(=O)CNS(=O)(=O)c2ccc(SC)c([N+](=O)[O-])c2)cc1
-1.9,2.7,-1.9,-16.9,-12.6,-20.1,-5.5,4.5,-3.2,CCOC(=O)c1ccc(Oc2nc(NC)nc(Nc3ccccc3)n2)cc1
5.2,4.8,-2.6,-0.8,-24.5,-2.5,-2.4,-1.0,0.3,COc1cc(-c2n[nH]c(=S)n2-c2ccc(Br)cc2)cc(OC)c1OC
-3.9,3.9,-2.8,5.3,8.8,9.5,-2.5,4.1,-3.2,O=C(NNc1ccccc1)C(=O)N1CCCCC1
8.3,4.2,-4.2,-10.0,23.8,-20.1,-5.4,0.1,-1.9,O=C(Nc1ccccc1C(=O)N1CCOCC1)C1CCCO1 (stereo not drawn)
-8.9,-2.1,-2.1,15.9,-5.3,-16.4,-6.5,3.8,-5.1,CSc1n[nH]c(=O)n1-c1ccc(Cl)cc1
-10.7,0.2,-0.8,-7.5,18.2,7.4,-8.0,-0.4,-2.0,COc1cc([N+](=O)[O-])ccc1NC(=O)Cc1ccccc1
-6.1,-3.0,-3.5,-6.5,-7.5,6.3,-1.6,-1.7,-1.2,COc1ccc(-c2nn(CC(=O)N(C)C)c(=O)c3ccccc23)cc1
-1.4,1.8,-4.5,-5.9,-16.9,3.2,-5.6,4.0,-3.9,COc1ccc(C2=NOC(C(=O)NCc3ccccn3)C2)cc1OC (stereo not drawn)
5.0,-0.7,-0.8,-6.5,4.7,-11.8,-5.1,8.4,0.5,COc1ccc(CC(=O)N2CCN=C2SCc2ccc([N+](=O)[O-])cc2)cc1
-3.4,-1.3,-2.0,-6.3,20.9,3.7,-6.0,-1.4,-1.7,CCCc1cc(C(=O)N2CCN(S(=O)(=O)c3ccc(OC)c(OC)c3)CC2)cs1
1.4,6.1,-3.5,3.3,19.4,-0.3,-4.1,4.7,-3.3,CSc1ccccc1C(=O)NCc1ccc(S(N)(=O)=O)cc1
-1.7,1.9,-1.6,2.0,10.4,10.5,-9.0,1.4,-1.5,CC(C)c1ccc(NC(=O)Cn2c(=O)oc3ccccc32)cc1
-8.9,-1.0,-1.4,-8.6,-104.2,6.8,-2.9,/,-2.2,Cc1ccc(N2CCN(S(=O)(=O)N3CCCCC3)CC2)c(C)c1
-7.9,6.2,1.7,0.8,31.1,21.2,-2.6,8.2,0.1,COc1cc(N2C(=O)c3ccccc3C2=O)c(Cl)cc1C(=O)OCC(=O)N1CCOCC1
-5.8,1.4,-3.1,-9.2,-4.8,13.4,2.6,4.6,-3.2,Cn1c(=O)[nH]c(=O)c2c1nc(N1CCCCC1)n2CCOc1ccccc1
-8.0,7.8,-8.6,6.5,1.9,6.8,5.9,3.1,-4.0,CCOC(=O)c1c(NC(=O)C2=C(C)NC(=S)NC2c2ccc(F)cc2)sc(C)c1C (stereo not drawn)
-1.0,2.1,-2.9,9.0,-5.4,-4.7,-2.4,5.2,-3.8,O=C1CN(c2cc(Cl)cc(Cl)c2)C(=O)CN1/N=C/c1cccnc1
-10.0,2.5,-6.0,16.0,16.4,8.6,5.1,-6.8,-2.2,CCN(CC(=O)Nc1ccc([N+](=O)[O-])cc1OC)CC(=O)NC(C)(C)C
/,1.6,/,/,12.2,/,-4.0,3.0,/,COC(=O)c1ccc(CNC(=O)COC(=O)c2ccccc2-c2ccccc2)cc1
/,0.1,/,/,-0.1,/,-5.3,3.1,/,CCCCN(C(=O)CSc1nc2ccccc2n1CC)C1CCS(=O)(=O)C1 (stereo not drawn)
8.0,1.4,0.1,-75.4,-3.5,-14.5,0.2,4.0,-2.6,CCOC(=O)c1c(NC(=O)COc2ccccc2C#N)sc2c1CC(C)(C)NC2(C)C
-0.1,-6.5,0.6,5.8,-6.2,25.3,-7.4,2.1,-4.8,COc1cc(OC)c(/C=C2\SC(=O)N(CC(=O)Nc3ccccc3F)C2=O)c(OC)c1
7.1,-3.5,-1.8,-2.2,-6.7,13.5,/,3.3,-3.7,Cc1cc2cc(CNS(=O)(=O)N(C)C)ccc2[nH]1
-15.2,5.8,-3.9,-7.3,-3.5,-2.6,-3.6,0.3,-3.9,O=C(CN(C(=O)c1csnn1)c1cccc(Cl)c1)NC1CCCC1
-23.0,10.4,-0.2,-3.7,5.4,-7.9,-6.7,/,-2.8,CCOC(=O)c1c(NC(=O)Nc2ccc(C)cc2)sc2c1CCN(C)C2
6.1,9.3,-2.2,-12.7,-22.3,20.1,-7.0,3.4,-1.9,Cc1ccccc1NC1=NCC(c2ccc([N+](=O)[O-])cc2)S1 (stereo not drawn)
-7.8,5.8,-1.1,8.3,9.7,-17.6,-9.8,-2.6,-1.8,Cc1ccc(C(=O)Nc2ccc([N+](=O)[O-])cn2)o1
4.6,-2.7,-1.1,-1.5,/,-8.1,-6.8,/,-0.4,CCOc1ccc(C(=O)Oc2ccc(NC(C)=O)cc2)cc1
-3.9,6.2,-1.1,3.4,12.2,5.1,-6.0,-0.7,-4.3,O=C(CSc1nnc(-c2ccncc2)n1-c1ccccc1)N1CCN(c2ccc(Cl)cc2)CC1
69.9,-4.0,-2.2,1.7,-3.1,32.3,-5.3,-1.0,-3.4,CCOc1ccc(NC(=O)CSc2nc3ccccc3c(=O)n2CCNC(C)=O)cc1
-2.3,-2.1,-2.0,-16.8,11.8,7.8,-0.4,-4.5,-1.5,O=C(CN1C(=O)c2ccccc2C1=O)N1CCN(C2c3ccccc3-c3ccccc32)CC1
-62.5,36.4*,8.4*,18.8,-88.5,-2.0,3.3,-24.2,23.7*,Cc1ccc(N=Cc2sc(O)c3ccccc23)cc1
/,5.3,/,/,-0.2,/,-6.5,1.9,/,COc1ccc(NC(=O)CC2SC(N3CCCC3)=NC2=O)cc1Cl (stereo not drawn)
-11.5,-8.0,-0.1,-6.9,0.0,7.9,-6.7,2.0,-3.2,COc1ccc(S(=O)(=O)N2CCN(CC(O)COc3ccc(CC#N)cc3)CC2)cc1OC (stereo not drawn)
-1.1,-6.3,0.3,-8.9,-8.1,0.5,-3.3,3.0,0.6,O=C(Nc1ccccc1)N1CCN(Cc2ccc(Cl)cc2)CC1
-1.6,4.1,-0.1,0.9,4.5,17.5,-4.8,5.0,-0.9,OCC[C@@H]1C[C@H](O)[C@@H](O)[C@@]2(Cc3ccccc3CCO2)O1
-4.9,1.8,-0.8,0.2,-36.9,-12.9,1.2,2.7,-3.6,COc1ccc2nc(N3C(=O)CC(Cc4ccc(C)cc4)C3=O)sc2c1 (stereo not drawn)
15.2,3.6,-1.8,0.5,-2.4,1.4,-2.5,0.1,-3.3,COc1ccc(NC(=O)C2CCN(S(C)(=O)=O)CC2)cc1Cl
/,-3.9,/,/,-12.0,/,-3.8,0.6,/,Cc1ccc(NC(=S)NC(=O)C2CCCC2)c(Br)c1
0.5,0.8,-3.2,18.9,/,-0.2,-1.4,/,-4.5,CN(C)/C=C1/C(=O)N(c2ccc([N+](=O)[O-])cc2)N=C1c1ccccc1
-5.7,2.1,-2.1,-5.8,2.1,8.2,1.1,4.0,-1.9,COc1ccccc1N1CCN(C(=O)c2c(C)noc2C)CC1
/,-2.9,/,/,-0.3,/,-7.1,-3.2,/,O=C(COC(=O)c1ccccc1O)NC(=O)c1ccc(OC(F)F)cc1
-0.2,0.8,/,/,13.0,8.1,-3.9,2.7,/,COc1ccc(CCNC(=O)CSc2nnc(-c3ccccc3)o2)cc1OC
-15.9,-1.0,-3.6,0.9,6.3,16.4,-7.3,-4.0,-4.0,CCOCCCNC(=O)c1ccc(CS(=O)(=O)Cc2ccccc2F)o1
3.4,-4.1,-0.5,-15.3,0.2,15.7,0.9,4.5,-2.6,CCc1ccccc1NC(=O)c1cc(-c2ccc(F)cc2)on1
5.8,-0.9,-4.0,-0.9,-12.8,22.4,-5.4,-0.6,-2.5,COC(=O)c1sccc1NC(=O)c1c(C)cc(=O)oc1C
-8.1,-2.2,-1.6,2.6,-10.0,9.2,4.2,3.1,-2.3,CCOc1ccc(-n2c(SCC(=O)Nc3cc(C)on3)nc3c(c2=O)SCC3)cc1
2.4,/,-0.2,-5.5,11.5,-5.0,-7.7,3.6,-2.2,CCCCOc1ccc(Cn2c(=O)oc3ccccc32)cc1
/,-1.3,/,/,9.7,/,-2.0,5.4,/,CC(OC(=O)c1cccc(N(C)C)c1)C(=O)N1CCc2ccccc2C1 (stereo not drawn)
/,5.7,-4.0,8.9,-4.7,/,-3.9,2.1,-6.2,O=C(c1ccco1)N1CCN(C(=O)C2CCN(S(=O)(=O)c3cccc4nsnc34)CC2)CC1
9.7,0.8,-4.6,3.4,-4.4,9.5,-3.1,0.8,-3.0,COc1ccc(CNC(=O)COC(=O)c2cccnc2Nc2cccc(C(F)(F)F)c2)cc1
8.9,1.8,-1.7,11.5,17.3,-4.9,-1.9,1.6,-3.3,CC1CCN(c2ccc(C(=O)NCc3ccco3)cc2[N+](=O)[O-])CC1
-18.4,-6.3,-0.3,-13.2,8.8,4.4,5.8,-3.1,-1.9,O=C(Nc1cnc2ccccc2c1)c1ccncc1
3.8,1.6,-2.2,-0.8,7.2,6.2,-5.8,1.9,-1.5,COc1ccccc1NC(=O)Cn1nnc(C(=O)NCc2ccc3c(c2)OCO3)c1N
4.1,-1.2,5.4,-8.2,-17.2,16.4,0.3,6.2,-1.2,CC1CCCN(C2=C(NS(=O)(=O)c3ccc(Cl)cc3)C(=O)c3ccccc3C2=O)C1 (stereo not drawn)
-13.2,-5.8,-2.1,11.1,-40.9,7.9,/,0.4,0.4,CC1CCN(C(c2cc3cc4c(cc3[nH]c2=O)OCO4)c2nnnn2CC2CCCO2)CC1 (stereo not drawn)
6.2,8.7,-1.9,-0.1,8.4,1.0,-3.6,2.1,-3.7,O=C(COc1ccc(Cl)cc1)Nc1ccc2c(c1)C(=O)NC2=O
